Bioassay records from PubChem.
PhoP GFP inhibition – PhoP regulon inhibitors, Salmonella typhi PhoP promoter GFP reporter, confirmatory (AID 1850). Salmonella Typhi PhoP-promoter GFP reporter, fluorescence, 4 h; higher % means a stronger effect. one-dose inhibition, % at 50 µM; IC50 in µM for titrated hits. 310,000 tested, 0.33% active; in the data active = a potency from the dose series; inconclusive = inhibition mostly from about 25% at the one dose, without a potency; inactive = the rest, 99 in 100 with inhibition below about 19%;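 also: 0% = induced wells with vehicle and 100% = uninduced wells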
M. tuberculosis HTS – M. tuberculosis growth inhibition, HTS (AID 449762) | M. tuberculosis H37Rv growth inhibition, 7H9 media; higher % means a stronger effect | inhibition, % at 25 µM; hits with a dose series show IC50 in µM | 330,000 tested, 0.59% active; in the data active = a potency from the dose series; inconclusive = inhibition above about 70% without an active follow-up result;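 also: bacterial growth assessed after seven days of incubation; strong numbers were not always called active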
inhibitors of VEEV – inhibitors of VEEV TC-83 cytopathic effect, confirmation, Vero cells (AID 588727); Vero cells, VEEV TC-83 cytopathic effect inhibition; higher % means a stronger effect; 350,000 tested, 0.13% active; inhibition, % at 20 µM; hits with a dose series show IC50 in µM; in the data active = a potency from the dose series; inconclusive = inhibition mostly from about 14% at the one dose, without a potency; inactive = the rest, 99 in 100 with inhibition below about 12%; also: strong numbers were not always called active
tuberculosis growth – growth inhibition of non-replicating M. tuberculosis (AID 488890); Mycobacterium tuberculosis non-replicating, growth inhibition; higher % means a stronger effect; one-dose inhibition, % at 25 µM; IC50 in µM for titrated hits; 320,000 tested, 0.39% active; in the data active = a potency from the dose series; inconclusive = inhibition mostly from about 82% at the one dose, without a potency; inactive = the rest, 99 in 100 with inhibition below about 76%;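 also: plate controls were DMSO cells for no effect and high antibiotic wells for full effect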
influenza NS1A – NS1A inhibition, H1N1 influenza, cell based functional assay (AID 504329); inhibition, % at 12.5 µM, or IC50 in µM where a hit was titrated; NS1A functional cell-based assay, percent inhibition; higher % means a stronger effect; 340,000 tested, 0.3% active; in the data active = a potency from the dose series; inconclusive = inhibition above about 27% without an active follow-up result; also: strong numbers were not always called active
inhibitors of VEEV 10K pilot screen – second read-out of inhibitors of VEEV, no call of its own (marks repeat the call); inhibition, %; measured here: 10K pilot screen inhibition
* marks the source's active call; other numbers are inactive results; i = inactive; u = inconclusive; x = not tested or not shown.

SMILES	PhoP GFP inhibition	M. tuberculosis HTS	inhibitors of VEEV	tuberculosis growth	influenza NS1A	others
NS(=O)(=O)c1ccc(CCNC(=O)c2ccc(-c3ccccc3)cc2)cc1	-5%	-1%	i	20%	-13%
CC1CCCCC1NC(=O)c1cc2c(=O)n3ccccc3nc2n1C (stereo unspecified)	4%	5%	11%	2%	-11%
O=C1CNC(=O)/C1=C/c1ccc(Br)cc1	17%	6%	i	-7%	-5%
CCOC(=O)/C=C1\NC(=O)CS1	5%	-6%	0.9%	-7%	-2%	inhibitors of VEEV 10K pilot screen=1.0
Cc1cc2nc(C)c(=O)n(C)c2cc1C	0%	5%	0.6%	-18%	-5%
O=C(NCCCCCCNC(=O)c1ccc(Br)s1)c1ccc(Br)s1	3%	1%	i	34%	4%
O=C(CCCN1C(=O)c2cccc3cccc(c23)C1=O)NC1CCS(=O)(=O)C1 (stereo unspecified)	-7%	-1%	0.9%	-8%	-1%	inhibitors of VEEV 10K pilot screen=0.5
CC(C)CNc1nnnc2c1sc1nc(N3CCOCC3)c3c(c12)CC(C)(C)SC3	-1%	74µM*	5.2%	57%	6%
CC(C(=O)OCC(=O)Nc1ccc(S(N)(=O)=O)cc1)N1C(=O)c2ccccc2C1=O (stereo unspecified)	x	0%	2.3%	1%	0%
C=C(C)c1cccc(C(C)(C)NC(=O)N(Cc2ccccc2)Cc2ccco2)c1	10%	1%	4.6%	-8%	-6%
O=C(NCCCNC(=O)c1cnccn1)c1cccc(Cl)c1	7%	-17%	1.8%	-7%	-4%
Cc1ccc(C)c(S(=O)(=O)Nc2ccc3oc(C)c(C(=O)O)c3c2)c1	7%	7%	2.5%	6%	5%
COc1ccc(C(=O)N(CN2CCCC2=O)c2cc(C)on2)cc1OC	6%	-24%	i	3%	8%
O=C(NC1CCCCC1)C(c1ccncc1)N(C(=O)Cn1nnc(-c2cccs2)n1)C1CCCC1 (stereo unspecified)	-15%	0%	0.8%	32%	1%
C[C@@H]1CN([C@H](C)CO)C(=O)c2cccc(NS(=O)(=O)c3ccccc3)c2O[C@H]1CN(C)C	x	6%	i	10%	-28%
COc1cc(C(=O)NCC(c2cccs2)N2CCOCC2)c([N+](=O)[O-])cc1OC (stereo unspecified)	3%	-4%	6.0%	5%	-5%
CC(C)(C)OC(=O)CC12CCCCC1NC(=O)O2 (stereo unspecified)	-17%	-2%	0.1%	6%	-7%	inhibitors of VEEV 10K pilot screen=0.3
O=C(COc1ccccc1Cc1ccccc1)Nc1cccnc1	x	-4%	4.4%	2%	-13%
CC1(c2nnc(-c3ccc(Cl)cc3)o2)CC(c2ccc([N+](=O)[O-])cc2)=NO1 (stereo unspecified)	-17%	0%	1.2%	-4%	5%
COc1ccc(NC(=O)C2OCCc3ccccc32)c(OC)c1 (stereo unspecified)	11%	33%	1.4%	17%	-33%
Cc1cc(C(=O)N2CCCC(N3CCN(c4cccc(C(F)(F)F)c4)CC3)C2)n[nH]1 (stereo unspecified)	-13%	-9%	5.6%	1%	2%
CN1CCC(c2c[nH]c3ccccc23)C1 (stereo unspecified)	4%	7%	0.2%	-9%	8%
C[C@H](CO)N1C[C@H](C)[C@@H](CN(C)S(C)(=O)=O)Oc2ccc(NS(=O)(=O)c3cn(C)cn3)cc2C1=O	x	1%	0.3%	4%	-7%
CC(=O)c1cnn(-c2c(Cl)cc(Cl)cc2Cl)c1C	3%	-4%	1.9%	-8%	0%
O=C(c1cc(-c2cccc(Cl)c2)on1)N1CCc2ccccc2C1	8%	3%	2.4%	-4%	-9%

A section from further up, for reference:
SMILES	PhoP GFP inhibition	M. tuberculosis HTS	inhibitors of VEEV	tuberculosis growth	influenza NS1A	others
NS(=O)(=O)c1ccc(CCNC(=O)c2ccc(-c3ccccc3)cc2)cc1	-5%	-1%	i	20%	-13%
CC1CCCCC1NC(=O)c1cc2c(=O)n3ccccc3nc2n1C (stereo unspecified)	4%	5%	11%	2%	-11%
O=C1CNC(=O)/C1=C/c1ccc(Br)cc1	17%	6%	i	-7%	-5%
CCOC(=O)/C=C1\NC(=O)CS1	5%	-6%	0.9%	-7%	-2%	inhibitors of VEEV 10K pilot screen=1.0
Cc1cc2nc(C)c(=O)n(C)c2cc1C	0%	5%	0.6%	-18%	-5%
O=C(NCCCCCCNC(=O)c1ccc(Br)s1)c1ccc(Br)s1	3%	1%	i	34%	4%
O=C(CCCN1C(=O)c2cccc3cccc(c23)C1=O)NC1CCS(=O)(=O)C1 (stereo unspecified)	-7%	-1%	0.9%	-8%	-1%	inhibitors of VEEV 10K pilot screen=0.5
CC(C)CNc1nnnc2c1sc1nc(N3CCOCC3)c3c(c12)CC(C)(C)SC3	-1%	74µM*	5.2%	57%	6%
CC(C(=O)OCC(=O)Nc1ccc(S(N)(=O)=O)cc1)N1C(=O)c2ccccc2C1=O (stereo unspecified)	x	0%	2.3%	1%	0%
C=C(C)c1cccc(C(C)(C)NC(=O)N(Cc2ccccc2)Cc2ccco2)c1	10%	1%	4.6%	-8%	-6%
O=C(NCCCNC(=O)c1cnccn1)c1cccc(Cl)c1	7%	-17%	1.8%	-7%	-4%
Cc1ccc(C)c(S(=O)(=O)Nc2ccc3oc(C)c(C(=O)O)c3c2)c1	7%	7%	2.5%	6%	5%
COc1ccc(C(=O)N(CN2CCCC2=O)c2cc(C)on2)cc1OC	6%	-24%	i	3%	8%
O=C(NC1CCCCC1)C(c1ccncc1)N(C(=O)Cn1nnc(-c2cccs2)n1)C1CCCC1 (stereo unspecified)	-15%	0%	0.8%	32%	1%
C[C@@H]1CN([C@H](C)CO)C(=O)c2cccc(NS(=O)(=O)c3ccccc3)c2O[C@H]1CN(C)C	x	6%	i	10%	-28%
COc1cc(C(=O)NCC(c2cccs2)N2CCOCC2)c([N+](=O)[O-])cc1OC (stereo unspecified)	3%	-4%	6.0%	5%	-5%
CC(C)(C)OC(=O)CC12CCCCC1NC(=O)O2 (stereo unspecified)	-17%	-2%	0.1%	6%	-7%	inhibitors of VEEV 10K pilot screen=0.3

The list continues.
SMILES	PhoP GFP inhibition	M. tuberculosis HTS	inhibitors of VEEV	tuberculosis growth	influenza NS1A	others
CC(=O)Nc1ccc(-c2csc(NNC(=O)c3ccc(C)cc3)n2)cc1	-11%	-7%	2.6%	-15%	-8%
COc1ccc(Cn2c(O)c(/C=N/NC(=O)c3ccccc3O)c(=O)[nH]c2=O)cc1	-3%	9%	0.3%	41%	7%
O=C(NCc1ccncc1)C(=O)NCC(c1ccco1)N1CCN(c2ccccc2F)CC1 (stereo unspecified)	-5%	-5%	i	1%	3%
CCOc1ccccc1CNS(=O)(=O)c1csc(C(N)=O)c1	-4%	8%	0.6%	19%	-18%
Cc1ccc(C(=O)/C=C/N(C)C)o1	5%	1%	1.2%	-12%	-1%
O=C(C1CCC1)N1CCc2cc(S(=O)(=O)NC3CCCC3)ccc21	10%	-3%	0.5%	-3%	25%
COc1cccc(C(=O)N2CCN(c3ccc(N4CCOCC4)nn3)CC2)c1	7%	2%	1.5%	-2%	1%
Cc1nc(C)c(-c2ccccc2)c(=O)[nH]1	-4%	-2%	1.1%	6%	-7%
O=C(CN1C(=O)C2CC=CCC2C1=O)Nc1ccc(Br)cc1 (stereo unspecified)	1%	-22%	2.3%	-15%	-10%
CC1CCc2c(sc(NC(=O)C3CCCO3)c2C#N)C1 (stereo unspecified)	10%	24%	1.4%	7%	13%
Clc1nc(CN2CCOCC2)nc2sc3c(c12)CCC3	-22%	6%	0.9%	28%	11%
Cc1cc(NS(=O)(=O)c2ccc(NC(=S)NC(=O)c3ccncc3)cc2)no1	7%	2%	0.8%	49%	-11%
Cc1ccccc1NC(=S)N/N=C/c1ccc(O)cc1O	18%	6%	7.2%	24%	11µM*
O=C(Nc1cc(Cl)ccc1O)C1CC(c2ccccc2O)=NO1 (stereo unspecified)	0%	u	3.4%	50%	23%
C/C(N)=C(/C#N)C(=O)COC(=O)c1cc(-c2ccccc2)nc2ccc(Br)cc12	-11%	8%	x	11%	x
CCC(C)NC(=O)c1cn(CC)c2ccc(S(=O)(=O)N3CCCCCC3)cc2c1=O (stereo unspecified)	-22%	9%	3.1%	36%	6%
O=C(CN(C(=O)CNS(=O)(=O)c1ccc(F)cc1)c1ccccc1F)NCc1ccco1	6%	2%	0.1%	5%	4%
CC1=C(C(=O)Nc2cccc(C(=O)NCc3ccc(F)cc3)c2)SCCO1	-2%	-3%	1.3%	9%	12%
O=C(Cc1cccs1)NCC1CCCO1 (stereo unspecified)	-5%	-9%	i	-12%	2%
COc1ccc(Br)cc1/C=N/NC(=O)c1cccnc1	-3%	6%	i	45%	3%
Cc1ccnc(NC(=O)c2ccc(OCc3c(C)noc3C)cc2)c1	x	x	4.1%	x	2%
CCOC(=O)C1CCCCN1Cc1cccc(F)c1 (stereo unspecified)	-5%	3%	0.5%	1%	-1%
O=C(/C=C/c1ccc2c(c1)OCCO2)c1ccccc1	15%	10%	7.5%	75%	x
Nn1c(SCCOc2ccccc2)nnc1-c1cccnc1	-6%	-1%	0.6%	u	-1%
COc1ccc(CCNC(=O)COc2cc(C)cc3oc(=O)cc(C)c23)cc1	-1%	4%	3.1%	0%	-2%
More records
SMILES	PhoP GFP inhibition	M. tuberculosis HTS	inhibitors of VEEV	tuberculosis growth	influenza NS1A	others
CC1(c2ccccc2)NC(=O)N(CC(=O)NNC(=O)c2ccccc2)C1=O (stereo unspecified)	-3%	-16%	1.9%	-1%	15%
O=C(Nc1ccccc1C(F)(F)F)c1cnccn1	-2%	1%	i	10%	12%
O=C(O)CNc1nc(-c2ccccc2)nc2c1oc1ccccc12	7%	1%	1.2%	-1%	-7%
CC1(C)CC(=O)c2sc(NS(=O)(=O)c3ccc([N+](=O)[O-])cc3)nc2C1	2%	0%	0.8%	15%	-4%
O=C(NCc1cccnc1)C1CCN(S(=O)(=O)c2cc([N+](=O)[O-])ccc2Cl)CC1	x	0%	0.5%	7%	2%
Cc1ccc(-c2ccc(=O)n(CC(=O)NCCN3CCCCC3C)n2)cc1 (stereo unspecified)	5%	-12%	i	11%	0%
CCCN1CCc2c(sc(NC(=O)C3CCN(S(=O)(=O)c4cccs4)CC3)c2C(N)=O)C1	1%	37%	9.1%	12%	2%
CCOC(=O)c1c(NC(=S)Nc2cccc(C)c2)sc2c1CC(C)(C)SC2	-1%	-7%	3.9%	0%	-3%
O=[N+]([O-])O[C@H]1CO[C@H]2[C@@H]1OC[C@H]2O[N+](=O)[O-]	3%	4%	0.5%	4%	3%
COc1cccc(CN2CC(C(=O)NCCN3CCOCC3)CCC2=O)c1 (stereo unspecified)	3%	5%	i	-2%	-2%
CN(C)c1ccc(N2C(=NC(=O)c3ccccc3)SC3CS(=O)(=O)CC32)cc1 (stereo unspecified)	4%	1%	1.2%	10%	5%
O=C1CN(C(=O)c2ccc(Br)o2)C(c2ccccc2)c2cc(Br)ccc2N1 (stereo unspecified)	-15%	-5%	6.5%	x	14%
O=C(OCC(=O)N1CCc2ccccc21)c1cccnc1Cl	-7%	-3%	0.5%	18%	-11%
N=C(N)N=Nc1c(O)[nH]c2ccc(Br)cc12	-14%	1%	1.0%	x	-1%
COc1ccc(C(=O)C2CCCCC2=O)cc1 (stereo unspecified)	1%	-4%	1.1%	-3%	21%
O=C(Nc1ccc(S(=O)(=O)Nc2nccs2)cc1)C1=NN(c2ccccc2)C(=O)CC1	20%	-5%	1.3%	64%	14%
CCOc1ccc(C(C)NC(=O)c2cc(=O)[nH]c3ccccc23)cc1OCC (stereo unspecified)	11%	4%	0.3%	-12%	8%
O=C(NCC(=O)N(c1cccc(F)c1)C(C(=O)NC1CCCC1)c1cccnc1)c1cccs1 (stereo unspecified)	3%	-4%	i	5%	-3%
COc1ccc(C(C(=O)NC2CCCCC2)N(C(=O)c2ccccn2)c2cccnc2)c(OC)c1 (stereo unspecified)	-14%	4%	i	-6%	-4%
COc1ccc(-c2c(NC(=O)c3ccco3)n(-c3ccc(C)cc3)nc(C)c2=O)cc1	2%	-3%	i	-9%	x
CCOC(=O)c1cccc(NC(=O)CN(C)S(=O)(=O)c2cnc[nH]2)c1	10%	-2%	i	-19%	11%
CCCOc1ccc(NC(=O)C2CC(=O)N(C)C(=Nc3cccc(OC)c3)S2)cc1 (stereo unspecified)	-9%	0%	1.4%	-8%	-8%
COc1ccc(C(=O)NC2CC2)cc1OC1CCN(Cc2ccccc2)CC1	1%	1%	1.1%	15%	-4%
C[C@@]12C(=O)Nc3cc(Cl)ccc3C(=O)N1[C@H]1c3ccccc3OC[C@@H]1[C@@H]2c1ccccc1	-9%	u	0.6%	u	1%
